Vif-APOBEC3F blk – inhibitors of Vif-A3F interaction | HeLa A3F-eYFP + Vif (tagged APOBEC3F with the HIV-1 protein that degrades it), YFP fluorescence increase | Potency, µM (top dose mostly 46.1 µM), for inactives: at the highest dose activity, negative = active | 390,000 tested, 0.2% active | AID 602313; also: % of control where 0% means no effect; nearly all actives have a fitted effect of over 65% in size
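HeLa cells stably expressing A3F-eYFP plus Vif, plated and incubated overnight at 37 deg C, then exposed to compounds overnight at 37 deg C. Blocked degradation read as raised yellow fluorescence (Ex 488/Em 500-530).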
ALOX12 inh – ALOX12 (human) lipoxygenase inhibition; AID 1671190; P18054; purified 12hLO, xylenol orange hydroperoxide absorbance; 580,000 tested, 1.1% active; Potency, µM (titrated, usually from 108 µM), inactives show at the highest dose activity change, negative = inhibition, usual class: inhibitors; also: % is scaled to controls: 0 for no effect and ±100 for the full control effect
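Purified human 12hLO (150 nM final) in 25 mM Hepes, 0.01% Triton X-100, pH 7.0 was preincubated 15 min at room temperature with compound. Then 40 uM arachidonic acid was added, 30 min. Hydroperoxide was read by Fe-XO absorbance ratio 573/405 nm.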
TrxR1 inh – blocks rat thioredoxin reductase 1; recombinant rTrxR1, NADPH fluorescence consumption, selenite substrate; 390,000 tested, 1% active; Potency, µM (titrated, usually from 114 µM), without a hit: top-dose activity change, negative = inhibition, actives largely listed as inhibitors; O89049; AID 588453; also: % is scaled to controls: 0 for no effect and ±100 for the full control effect; nearly all actives have a fitted effect of over 65% in size
Target sequence (O89049 whole entry, looked up): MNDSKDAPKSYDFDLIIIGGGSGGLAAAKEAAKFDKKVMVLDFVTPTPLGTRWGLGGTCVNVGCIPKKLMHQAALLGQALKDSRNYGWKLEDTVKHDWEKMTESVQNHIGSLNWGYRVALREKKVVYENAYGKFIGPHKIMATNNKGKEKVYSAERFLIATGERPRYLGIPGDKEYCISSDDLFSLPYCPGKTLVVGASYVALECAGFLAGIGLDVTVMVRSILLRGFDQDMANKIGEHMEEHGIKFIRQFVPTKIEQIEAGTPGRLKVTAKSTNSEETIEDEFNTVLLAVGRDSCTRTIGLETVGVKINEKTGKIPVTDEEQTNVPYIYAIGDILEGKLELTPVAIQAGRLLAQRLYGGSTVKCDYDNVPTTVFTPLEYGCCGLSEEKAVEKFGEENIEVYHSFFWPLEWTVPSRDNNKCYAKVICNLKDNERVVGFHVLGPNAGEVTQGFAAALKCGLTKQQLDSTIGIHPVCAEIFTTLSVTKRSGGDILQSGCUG
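Rat TrxR1 (90 nM in the dispensed reagent) was pre-reduced with 400 uM NADPH for 5 min at room temperature, then incubated with compound for 15 min. After 400 uM selenite was added, NADPH fluorescence (Ex 340/Em 450 nm) was followed for 8 min.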
USP1 inh – blocks the human USP1/UAF1 deubiquitinase complex. O94782. recombinant USP1/UAF1, Ub-Rhodamine cleavage fluorescence. Potency, µM (series often up to 57.1 µM), for the others: at the highest dose activity change, negative = inhibition, usual class: inhibitors. 390,000 tested, 0.23% active. AID 743255; also: % is scaled to controls: 0 for no effect and ±100 for the full control effect; nearly all actives have a fitted effect of over 60% in size; inactives centre near -12
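USP1/UAF1 complex (1 nM) preincubated 15 min at room temperature with compound, then Ub-Rho substrate (150 nM final) added. Kinetic fluorescence at 480/540 nm over 6 reads at 60 s intervals; 50 mM HEPES pH 7.8, 0.5 mM EDTA, 0.1 mg/ml BSA, 1 mM TCEP, 0.01% Tween-20.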
TrxR1 substrate – is turned over as a substrate by rat TrxR1; O89049; purified TrxR1 substrate turnover, NADPH consumption readout; Potency, µM (titrated, usually from 114 µM), inactives show at the highest dose activity change, negative = substrate turnover; 390,000 tested, 0.01% active; AID 588456; also: % is scaled to controls: 0 for no effect and ±100 for the full control effect; nearly all actives have a fitted effect of over 50% in size
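Rat TrxR1, dispensed at 90 nM, was prereduced with 400 uM NADPH (final) for 5 min at ~22 deg C, then incubated with compound 15 min before 400 uM selenite. A first-read NADPH fluorescence drop versus no-compound background flagged substrates.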
RGS4 inh – human RGS4 inhibition; Transcreener GDP fluorescence polarization, RGS4-accelerated GTP hydrolysis; Potency, µM (top dose mostly 114 µM), for the others: at the highest dose activity change, negative = inhibition, usual class: inhibitors; 390,000 tested, 0.039% active; also: % is scaled to controls: 0 for no effect and ±100 for the full control effect; nearly all actives have a fitted effect of over 75% in size; some results filed as inactive show a strong effect at the top dose
Target sequence (P49798 whole entry, looked up): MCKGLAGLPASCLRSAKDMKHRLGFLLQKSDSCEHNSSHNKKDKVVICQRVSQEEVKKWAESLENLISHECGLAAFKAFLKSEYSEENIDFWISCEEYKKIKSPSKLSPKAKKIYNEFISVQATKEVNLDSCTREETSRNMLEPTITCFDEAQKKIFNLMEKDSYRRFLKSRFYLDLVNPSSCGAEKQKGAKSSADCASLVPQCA
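MLSMR compounds (23 nl, pin-transferred) preincubated 10 min at room temperature with a 500nM (2x) first reagent, then RGS4 at 900nM (2x) plus Transcreener GDP mix added; fluorescence polarization (620/688 nm) read before and after 90 min at 30 °C.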
mIDH1 inhibitor – human IDH1 R132H inhibition. IDH1-R132H enzyme, NADPH consumption, diaphorase/resazurin fluorescence. Potency, µM (series often up to 76.6 µM), for inactives: at the highest dose activity change, negative = inhibition, usual class: inhibitors. 390,000 tested, 0.093% active. AID 602179; also: % is scaled to controls: 0 for no effect and ±100 for the full control effect; nearly all actives have a fitted effect of over 65% in size
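IDH1-R132H (0.5 ug/mL) preincubated 30 min with compound, then NADPH (0.016 mM) and alpha-KG (2 mM) added; 80 min at RT, pH 7.5. Remaining NADPH coupled via diaphorase/resazurin to fluorescence (540/590 nm); concentration-response curves normalized to no-enzyme control.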
Vif-APOBEC3G blk – Vif-A3G binding inhibition; HeLa A3G-eYFP + Vif (tagged APOBEC3G with the HIV-1 protein that degrades it), YFP fluorescence, overnight; Potency, µM (titrated, usually from 46.1 µM), inactives show at the top dose activity, negative = active, most hits filed as inhibitors; AID 602310; 410,000 tested, 0.076% active;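 also: % is scaled to controls: 0 for no effect and ±100 for the full control effect; nearly all actives have a fitted effect of over 60% in size; hits raise eYFP signal because A3G escapes Vif-driven loss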
Target sequence (Q9HC16 whole entry, looked up): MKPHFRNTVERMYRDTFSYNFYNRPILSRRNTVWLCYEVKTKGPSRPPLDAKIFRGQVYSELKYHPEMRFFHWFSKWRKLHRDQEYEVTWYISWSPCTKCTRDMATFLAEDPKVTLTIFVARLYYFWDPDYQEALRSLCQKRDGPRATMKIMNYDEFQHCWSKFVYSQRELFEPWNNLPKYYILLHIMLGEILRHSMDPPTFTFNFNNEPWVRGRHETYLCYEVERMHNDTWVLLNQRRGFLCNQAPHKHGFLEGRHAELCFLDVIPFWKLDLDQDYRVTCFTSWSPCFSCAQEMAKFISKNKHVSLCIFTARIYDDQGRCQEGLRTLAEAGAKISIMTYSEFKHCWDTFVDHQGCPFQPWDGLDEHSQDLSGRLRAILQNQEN
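Read-out is eYFP fluorescence (Ex 488/Em 500-530) from Vif-expressing HeLa A3G-eYFP cells; more signal means A3G escaped Vif-mediated degradation. Cells plated overnight, compound pinned in, incubated overnight at 37 deg C.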
RXFP1 agonist – RXFP1 (human) receptor agonism | Q9HBX9 | HEK293T-RXFP1 cAMP TR-FRET, 30 min; response scale: percent of porcine relaxin response, buffer zero | Potency, µM (highest dose often 57.5 µM), inactives show at the highest dose activation, actives largely listed as activators | 370,000 tested, 0.3% active | AID 2676; also: % is scaled to controls: 0 for no effect and ±100 for the full control effect; nearly all actives have a fitted effect of over 60% in size; many of its hits are not listed in these tables
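HEK293 cells stably expressing RXFP1, treated 30 min at 37C with compounds plus PDE4 inhibitor Ro 20174; cAMP measured by HTRF TR-FRET. Normalized to buffer and 29 nM porcine relaxin; EC50 by Hill fit.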
Numbers without * were called inactive; ? = inconclusive; . = not tested or not shown; & = joins results of further samples; [ ] = dose if it differs, or a comment. Calls follow the shape of the dose curve; as a rule, active = well fitted curve in the direction sought with a large enough effect; inconclusive = small, poorly fitted or top-dose-only effect, or another doubt; inactive = no such curve, though single readings can be large; an effect the other way counts as inactive or inconclusive. Potency is read from the fitted curve at half-maximal effect. This is a subset; rates above refer to the full screens.

SMILES	Vif-APOBEC3F blk	ALOX12 inh	TrxR1 inh	USP1 inh	TrxR1 substrate	RGS4 inh	mIDH1 inhibitor	Vif-APOBEC3G blk	RXFP1 agonist
CC(C)C[C@H](NC(=O)c1nc[nH]c1C(=O)NC1CCN(C(=O)OC(C)(C)C)CC1)C(=O)OCc1ccccc1	-3.5%	-5.7%	6.1%	?	-14.7%	14.6%	-2.8%	-3.1%	2.6%
CCCc1ccc(S(=O)(=O)NCCc2ccncc2)cc1	6.2%	0.0%	1.5%	-1.5%	-5.6%	26.6%	9.5%	-0.8%	-0.3%
COc1cccc2cc(C(=O)NCCc3ccccc3)oc12	0.9%	?	17.0%	-17.7%	8.1%	-22.1%	22.5%	-6.3%	1.4%
CCCCc1nc2ccccc2n1CC(=O)NN	3.6%	20.6%	1.5%	-2.5%	1.8%	6.2%	-0.5%	-3.0%	2.4%
O=C(O)c1ccc(-c2nc(-c3ccccc3Cl)cs2)cc1	1.2%	-12.6%	16.6%	-20.6%	12.8%	-2.2%	5.3%	-4.2%	9.5%
COc1ccc(C2C(C#N)=C(/N=C/N3CCN(C)CC3)OC3=C2C(=O)CC(C)(C)C3)cc1 (stereo not drawn)	-9.9%	0.0%	-10.0%	-1.7%	-9.3%	-10.1%	2.1%	-0.8%	0.9%
O=C(C[C@@H]1C/C=C\CC[C@@H](Cc2ccc(F)cc2)C(=O)OC[C@@H]2CCCN2C1=O)N[C@H](CO)Cc1ccccc1	0.8%	?	-1.4%	-5.4%	-4.4%	14.1%	3.5%	-0.3%	.
O=C(NCC1OCCCN1S(=O)(=O)c1cc(F)ccc1F)C(=O)NC1CCCCC1 (stereo not drawn)	-13.8%	-3.9%	4.5%	-1.6%	-4.9%	1.9%	-12.3%	-0.2%	2.7%
COc1cc(O)cc2c1[C@@H]1Oc3c(ccc(O)c3CC=C(C)C)[C@@H]1CO2	-0.8%	-51.4%	12.9%	?	-0.4%	-10.2%	-4.6%	-5.4%	.
CC(=O)N1CCOc2ccc(S(=O)(=O)N3CCC(C(=O)Nc4ccccc4F)CC3)cc21	-2.2%	7.0%	2.1%	-20.8%	-3.1%	-9.5%	-3.1%	-7.4%	0.9%
COc1ccc(NC(=O)CN(C)S(=O)(=O)c2ccc3[nH]c4c(c3c2)CCCC4)cc1Cl	0.9%	?	15.8%	-11.0%	-5.1%	22.3%	0.0%	0.0%	2.1%
CCCCN1C(=O)C(CC(=O)NCc2ccco2)CC(C(=O)N(C)C)=C1C (stereo not drawn)	8.0%	7.0%	.	-11.6%	.	.	8.6%	3.2%	.
CC(C)(C)NC(=O)C(c1ccccc1)N(C(=O)c1ccco1)C1CC1 (stereo not drawn)	-18.7%	0.0%	-1.6%	-13.5%	0.4%	-1.9%	2.8%	0.3%	0.8%
O=C(COc1ccccc1)N[C@@H]1c2ccccc2CC[C@@H]1OCc1ccccc1	6.2%	1.8%	16.5%	-29.2%	5.4%	-14.6%	-7.8%	1.1%	.
O=C1N=C(N2CCCCC2)S/C1=C\c1ccc(Br)cc1	-19.3%	-10.6%	-1.4%	-10.2%	-1.3%	-18.0%	-9.2%	2.6%	-2.0%
COc1cccc2cc(C(=O)NCc3ccccc3Cl)c(=O)oc12	0.3%	5.2%	2.9%	-9.2%	-1.1%	5.3%	-14.4%	0.9%	9.1%
Nc1nc2ccc(NC(=O)c3ccco3)cc2s1	-14.2%	-0.2%	17.9%	-12.0%	-3.1%	2.4%	-3.8%	0.1%	-8.0%
COc1ccc(-n2nc3c(c2NC(=O)COc2ccccc2F)CS(=O)(=O)C3)cc1	-0.6%	?	15.5%	-16.7%	5.9%	-7.1%	5.7%	0.6%	1.5%
Cc1ccccc1Nc1nc2ccccc2n1C(C)C	-2.1%	24.9%	-2.4%	-11.4%	-5.1%	-33.8%	8.5%	0.1%	-0.3%
COc1ccc(CNS(=O)(=O)NCc2ccc(OC)c(OC)c2)cc1	-29.5%	-6.7%	23.0%	-18.0%	5.2%	-14.0%	2.6%	-0.2%	-0.9%

Some of the entries above, reformatted.
| SMILES | Vif-APOBEC3F blk | ALOX12 inh | TrxR1 inh | USP1 inh | TrxR1 substrate | RGS4 inh | mIDH1 inhibitor | Vif-APOBEC3G blk | RXFP1 agonist |
| --- | --- | --- | --- | --- | --- | --- | --- | --- | --- |
| O=C(NCC1OCCCN1S(=O)(=O)c1cc(F)ccc1F)C(=O)NC1CCCCC1 (stereo not drawn) | -13.8% | -3.9% | 4.5% | -1.6% | -4.9% | 1.9% | -12.3% | -0.2% | 2.7% |
| COc1ccc(NC(=O)CN(C)S(=O)(=O)c2ccc3[nH]c4c(c3c2)CCCC4)cc1Cl | 0.9% | ? | 15.8% | -11.0% | -5.1% | 22.3% | 0.0% | 0.0% | 2.1% |

The list continues:
SMILES	Vif-APOBEC3F blk	ALOX12 inh	TrxR1 inh	USP1 inh	TrxR1 substrate	RGS4 inh	mIDH1 inhibitor	Vif-APOBEC3G blk	RXFP1 agonist
CCOc1ccccc1N(CC)C(=O)c1cc2ccc3cccnc3c2[nH]1	-7.8%	6.1%	10.6%	-18.0%	1.9%	6.6%	-6.6%	-0.6%	0.0%
O=c1[nH]c(=S)[nH]cc1Oc1ccc(Cl)cc1Cl	-3.7%	?	-38.2%	-18.5%	-2.4%[2.29 µM]	-42.2%	-4.7%	-1.3%	?
CCc1cccc(NC(=O)C2CCN(S(=O)(=O)c3cccc(-c4noc(C)n4)c3)CC2)c1	3.3%	-17.1%	24.5%[57.1 µM]	-20.4%	6.2%[57.1 µM]	-0.8%	5.0%	3.5%	3.7%
COc1ccc(NC(C)c2ccccc2)cc1 (stereo not drawn)	12.5%	5.5%	-4.5%	-24.1%	-2.4%	-10.3%	8.8%	-8.3%	4.3%
CCCCn1c(SCc2nc3ccccc3s2)nc2ccccc2c1=O	-19.9%	-25.6%	4.3%	-23.5%	4.9%	-5.7%	-1.1%	-3.7%	1.4%
CCC(NS(=O)(=O)c1ccc(OC)cc1)C(=O)NCCC1=CCCCC1 (stereo not drawn)	-15.2%	20.3%	17.2%	8.8%	6.4%	1.5%	-2.3%	0.5%	-0.2%
COc1ccc(Nc2c3c(nc4ccccc24)CCC3)cc1	5.3%	-9.1%	-3.1%[57.1 µM]	-0.8%	6.7%[57.1 µM]	19.0%	0.8%	-6.4%	7.7%
COc1ccc(NC(=O)C2CCN(c3nc(C)cc(C)n3)CC2)cc1	-0.6%	14.7%	3.7%[57.1 µM]	-9.8%	10.4%[57.1 µM]	-19.6%	6.3%	-0.9%	0.1%
CCC(C)c1nc2ccsc2c(N2CCOC2=O)c1-c1ccccc1 (stereo not drawn)	-8.3%	10.7%	24.4%[57.1 µM]	-25.3%	-2.2%	4.4%	9.4%	-1.5%	.
COCCn1c(C(=O)N2CCCC2)cc2c1C[C@H]1CN(C(=O)c3ccccc3)[C@@](Cc3ccc(F)cc3)(C(=O)OC)[C@@H]21	0.8%	-6.4%	-24.7%	-26.0%	-12.5%	-4.6%	0.5%	-2.3%	0.7%
O=C(Nc1cc(Cl)cc(Cl)c1)c1cc(S(=O)(=O)NC2CCCC2)ccc1F	-9.9%	5.7%	20.4%[57.1 µM]	-11.3%	0.2%[57.1 µM]	-9.0%	0.0%	-18.3%	1.3%
NNC(=O)c1ccc(COc2ccc3ccccc3c2)cc1	0.5%	3.5%	43.5%[activator]	-22.4%	13.6%	-0.2%	3.4%	-1.2%	0.0%
CC1(C)CC(NS(=O)(=O)c2cccc3ccccc23)CC(C)(C)N1	-8.3%	12.0%	3.4%	-11.8%	0.5%	-14.1%	4.0%	0.1%	6.1%
Cc1c(CC(=O)NCc2ccccc2)c(=O)oc2c(C)c(O)ccc12	-8.5%	-16.4%&-18.6%	59.2%[activator]	-4.2%	104.8%[activator]	?	-13.4%	?	8.5%
Cc1ccc([C@H]2C(C(=O)O)=CC[C@@H](c3ccc(C)cc3)N2S(=O)(=O)c2ccccc2C)cc1	2.3%	?	-1.1%	-23.4%	-1.0%	-1.3%	-8.6%	-1.6%	.
Cc1nc2ccccc2c(=O)n1NC(=O)c1ccccc1F	1.0%	448.3%[activator]	3.7%	-7.7%	-8.2%	3.5%	-15.2%	0.1%	6.0%
O=C(Nc1cccc(-c2cnc3ccccc3n2)c1)c1ccccc1	-9.8%	-18.6%	19.8%	-4.4%	6.4%	24.9%	1.1%	-0.2%	2.4%
CCC(C(=O)Nc1ccc(S(=O)(=O)N(C)C2CCN(C)CC2)cc1)c1ccccc1 (stereo not drawn)	-0.1%	?	23.1%	-12.7%	2.8%	-17.3%	-3.8%	2.6%	1.8%
Cc1ccc2nc(-c3c[nH]c4ccccc34)c(Nc3ccccc3C)n2c1	-15.1%	-22.7%	17.3%	-16.0%	19.3%	-5.7%	-14.2%	-10.7%	?
Cc1ccc(S(=O)(=O)c2cc3cc(Br)ccc3oc2=O)cc1	-9.7%	-4.1%	?	2.0%	-0.7%	18.4%	2.9%	1.8%	0.0%
CCOc1cc(C2C(C#N)=C(N)OC3=C2C(=O)CC(C)(C)C3)cc([N+](=O)[O-])c1O (stereo not drawn)	1.3%	-12.4%	3.5%	-9.1%	-2.5%	-6.7%	8.1%	-2.4%	0.8%
